Screens from PubChem.
PLK1 inh: human PLK1 kinase inhibitors, primary screen, biochemical, TR-FRET; Serine/threonine-protein kinase PLK1 (Homo sapiens), P53350; recombinant PLK1 kinase, TR-FRET peptide phosphorylation; inhibition, % at 10 µM; 0.53% of 97,000 active;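 active = inhibition of 50% or more in the single-concentration screen; inactive = inhibition below 50%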;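 note: 0% = DMSO max control and 100% = H-89 dihydrochloride min control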
S1P2 blocker: human S1P2 receptor antagonists, primary screen, cell-based; Sphingosine 1-phosphate receptor 2 (Homo sapiens), O95136; cell-based S1P2 antagonist assay, inhibition at 5 uM; inhibition, % at 5 µM; 0.21% of 97,000 active; in the data active = inhibition above about 45%;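 note: CRE beta-lactamase reporter cells expressing human S1P2 stimulated with S1P; 0% = agonist at EC80 alone and 100% = agonist plus reference antagonist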
EphB4 antag: EphB4-ephrin-B2 interaction antagonists, primary screen, biochemical, TNYL-RAW peptide probe, fluorescence polarization | Ephrin type-B receptor 4 (Homo sapiens), P54760 | EphB4 LBD / TNYL-RAW-Alexa532 peptide | inhibition, % at 7 µM | 0.15% of 97,000 active;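 active = inhibition above the screen-wide mean inhibition plus 3 SD, cut at about 15% in these data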;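 note: 0% = DMSO wells and 100% = excess unlabeled TNYL-RAW peptide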
PLAP act: PLAP enzyme activators, biochemical, luminescence, HTS; activation fold at 20 µM; 1.2% of 96,000 active; purified PLAP enzyme, luminescent substrate read-out; stronger effect = higher value; in the data active = activation fold above about 2
FAK inh: FAK kinase inhibitors, primary screen, biochemical. AID 727, 2007. 0.84% of 97,000 active. inhibition, %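 (tested at 7 µM)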. Focal adhesion kinase 1 (Homo sapiens), Q05397. biochemical FAK kinase activity assay; in the data active = inhibition above about 19%;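 note: 0% = DMSO and 100% = reference compound high control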
Target sequence (Q05397 whole entry, looked up): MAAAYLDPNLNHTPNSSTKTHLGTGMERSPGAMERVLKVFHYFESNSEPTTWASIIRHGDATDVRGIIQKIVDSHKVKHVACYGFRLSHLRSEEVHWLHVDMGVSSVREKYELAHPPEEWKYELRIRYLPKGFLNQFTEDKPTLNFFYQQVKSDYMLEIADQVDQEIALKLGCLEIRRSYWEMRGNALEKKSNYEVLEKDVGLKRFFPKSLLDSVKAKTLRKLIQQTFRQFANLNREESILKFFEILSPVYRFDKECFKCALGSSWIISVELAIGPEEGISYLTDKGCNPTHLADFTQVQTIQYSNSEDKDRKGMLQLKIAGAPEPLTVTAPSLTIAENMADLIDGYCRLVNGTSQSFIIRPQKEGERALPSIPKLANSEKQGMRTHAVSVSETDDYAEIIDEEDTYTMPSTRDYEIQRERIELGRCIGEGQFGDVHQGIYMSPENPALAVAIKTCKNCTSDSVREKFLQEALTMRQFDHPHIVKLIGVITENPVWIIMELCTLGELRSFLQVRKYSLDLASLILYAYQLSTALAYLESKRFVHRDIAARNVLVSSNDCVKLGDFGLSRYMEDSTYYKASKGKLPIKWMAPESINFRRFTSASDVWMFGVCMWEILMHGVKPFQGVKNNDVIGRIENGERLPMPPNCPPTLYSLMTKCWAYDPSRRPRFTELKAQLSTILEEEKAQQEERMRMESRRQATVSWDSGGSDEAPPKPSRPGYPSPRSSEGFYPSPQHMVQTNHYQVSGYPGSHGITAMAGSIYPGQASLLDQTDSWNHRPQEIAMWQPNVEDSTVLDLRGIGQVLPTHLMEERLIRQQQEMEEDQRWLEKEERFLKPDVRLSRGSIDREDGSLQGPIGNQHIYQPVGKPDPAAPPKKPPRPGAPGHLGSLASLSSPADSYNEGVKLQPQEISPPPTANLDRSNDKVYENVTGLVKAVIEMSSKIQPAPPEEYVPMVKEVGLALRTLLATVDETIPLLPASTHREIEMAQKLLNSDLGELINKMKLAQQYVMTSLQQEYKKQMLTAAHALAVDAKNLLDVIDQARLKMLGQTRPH
PLK1 PBD inh: Plk1 polo box domain binding inhibitors, primary screen, biochemical, fluorescence polarization; AID 693, 2007; Plk1 PBD phosphopeptide binding; inhibition, %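 (tested at about 20 µM)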; 0.13% of 97,000 active; Serine/threonine-protein kinase PLK1 (Homo sapiens), P53350; in the data active = inhibition above about 34%, passing the limit was not always enough
S1P2 agonist: S1P2 receptor agonists, primary screen, cell-based | 0.46% of 97,000 active | Sphingosine 1-phosphate receptor 2 (Homo sapiens), O95136 | AID 729, 2007 | activation, % at 4.5 µM | S1P2-expressing cell line, agonist reporter read-out; in the data active = activation above about 16%;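 note: 0% = vehicle low control and 100% = maximal reference agonist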
HIV Rev-RRE inh: HIV-1 Rev-RRE binding inhibitors, primary screen, biochemical, FRET, protein-RNA interaction | 0.79% of 97,000 active | Rev peptide-RRE RNA binding | inhibition, % at 8 µM | AID 704, 2007 | P05866;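 active = inhibition above the screen-wide mean plus 3 SD, cut at about 35% in these data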;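 note: 0% = median DMSO wells and 100% = median Neomycin B control wells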
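Probe or stimulus: fluorescein-Rev peptide as binding partner; assay system: Cy5-tagged RRE RNA duplex with fluorescein-tagged Rev peptide; timing: 5 min compound–RNA preincubation, then 15 min with peptide, 25 °C; medium: HEPES pH 7.5 buffer with KCl, MgCl2, NaCl and EDTA; signal: fluorescein-to-Cy5 FRET, 480 nm excitation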
MT1-MMP txn act: MT1-MMP promoter reporter activation – cell-based, luciferase luminescence, primary screen; HT1080 MT1-MMP promoter luciferase reporter, overnight; stronger effect = higher value; activation factor at 10 µM; 0.16% of 86,000 active; AID 750, 2007;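 active = activation factor of at least 2 for MT1-MMP transcription at 10 µM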
* hit, by the source's call; / = no result given.

item	molecule	PLK1 inh	S1P2 blocker	EphB4 antag	PLAP act	FAK inh	PLK1 PBD inh	S1P2 agonist	HIV Rev-RRE inh	MT1-MMP txn act
1	COc1ccc(NC(=O)CCC(=O)OC(C(=O)c2ccccc2)c2ccccc2)cc1 (stereo unspecified)	-13	-17	-2	0.9	2	8	-5	5	/
2	O=C(NCC1CCCO1)c1coc2nc3ccccc3nc12 (stereo unspecified)	-3	1	3	1.8	1	-9	0	16	1.2
3	CCOCc1cc(C2NC(=O)NC(C)=C2C(=O)OCC)ccc1OC (stereo unspecified)	-14	0	4	1.1	-1	-36	-3	0	1.3
4	CS(=O)(=O)N1CCCC(C(=O)NCCc2ccccc2)C1 (stereo unspecified)	-14	-10	1	1	-1	17	-9	6	1.1
5	CN(c1ccccc1)S(=O)(=O)c1cc(C(=O)c2nccn2C)ccc1Cl	-2	19	-1	1.4	-6	-40	-10	9	1
6	O=C(CN(c1ccccc1)S(=O)(=O)c1ccc(F)cc1)N1CCCCCC1	-2	13	3	0.9	4	0	-8	4	1.2
7	CCc1c(O)nc(SCC(=O)Nc2ccccc2C)[nH]c1=O	-8	-15	2	0.9	3	15	0	5	1.3
8	CCCC1CC(CSC(=N)N)OC1=O (stereo unspecified)	11	7	-9	1	1	-15	-3	6	1.2
9	COc1ccc(-c2ccc(CCC(=O)O)n2NC(=O)c2cccs2)cc1	-6	-5	5	/	-1	-5	-11	4	1
10	COc1ccc(Oc2c(C=O)c3ccccc3n2C)cc1	-9	-14	-3	0.8	4	1	-2	-1	/
11	Cc1cc2c(cc1C)N(CC(=O)N1CCCC1)C(=O)CC(c1ccccc1)=N2	-27	-21	5	1.7	1	-4	-3	0	1.5
12	CCCc1ccc(C(C)NC(=O)c2cnccn2)cc1 (stereo unspecified)	-13	-12	-1	1.2	-3	-9	-2	3	1.2
13	Cc1nnc(N2C(=O)C(O)=C(C(=O)c3ccco3)C2c2ccc(F)cc2)s1 (stereo unspecified)	-2	3	-1	1.2	-3	-12	-3	52*	/
14	CCN1C(=O)c2cccc3c(S(=O)(=O)Nc4ccccc4)ccc1c23	-16	-6	1	1.1	12	0	-8	11	1.6
15	COc1ccc(-n2c(=O)c3c4c(sc3n3c(C)nnc23)COC(C(C)C)C4)cc1 (stereo unspecified)	-9	4	-2	/	1	2	-3	11	1
16	COc1ccc(CN(CC(=O)NC2CCCC2)C(=O)c2onc(C(N)=O)c2N)cc1	3	20	1	1.1	2	13	-6	1	1.3
17	Cn1nc(-c2ccc(C(=O)N3CCN(c4ccccc4)CC3)cc2)c2ccccc2c1=O	-4	1	1	/	-6	7	-3	-1	1
18	O=C(Nc1nncs1)c1ccccc1Br	-15	19	7	0.9	0	11	-8	4	1.1
19	C=CCc1cc(/C=C2/NC(=S)NC2=O)cc(OC)c1O	-7	-6	-1	0.7	1	-12	-5	19	/
20	CCOCCCNC(=O)C(NC(=O)CNC(=O)c1ccccc1)c1ccc(C)cc1 (stereo unspecified)	-7	-10	4	1.5	0	-5	-3	1	1.9
21	O=C(NCCc1ccccc1F)C1CCCN1S(=O)(=O)c1ccc2ccccc2c1 (stereo unspecified)	-10	11	8	/	1	-17	-8	7	1.3
22	OC(COc1cccc2ccccc12)CN1CCCC1 (stereo unspecified)	-15	17	-5	1	2	-32	-11	2	1.2
23	Oc1ccc(C(c2nnnn2C2CCCC2)N2CCc3ccccc3C2)cc1 (stereo unspecified)	-4	-2	5	1.2	1	16	-5	10	1.3
24	CC(C)CN(CC(C)C)S(=O)(=O)c1cc([N+](=O)[O-])ccc1N1CCCCCC1	6	-12	-5	1	0	4	6	19	/
25	Cc1ccc(NS(=O)(=O)c2ccc3c(c2)c(=O)n(C)c(=O)n3C)cc1F	-37	3	3	1.3	0	-25	-3	4	/
26	O=C(NC1CCCCC1)C1CCN(S(=O)(=O)c2cccc3nsnc23)CC1	-1	19	4	0.9	3	-10	0	8	/
27	COc1ccc(N(CC(=O)NN=C2CCCC2)S(=O)(=O)c2ccccc2)cc1	-12	7	6	1.1	8	19	-5	7	/
28	O=C(O)CCc1nn2c3ccccc3nc2n(-c2ccccc2)c1=O	-13	-6	-2	0.8	0	7	-1	6	1.1
29	COc1cc2[nH]c(=S)n(NC(=O)CC(C)C)c(=O)c2cc1OC	-12	-9	4	0.8	0	-1	-2	11	1
30	COC(=O)COc1ccc(S(=O)(=O)NCCC2=CCCCC2)cc1Cl	-9	-23	-4	1.1	2	-8	-2	16	1
31	COc1ccc(-c2noc(CSc3nnc(Cc4ccccc4)n3-c3cccc(C)c3)n2)cc1OC	-11	-2	-4	1.6	1	23	-7	-1	1.1
32	COc1cc(-c2nc3ccc4ccccc4c3c3c2CCC3)cc(OC)c1OC	-10	13	0	1.1	2	-31	5	3	/
33	Cc1ccc(N2C(=O)[C@@H]3Cc4ccccc4CN3C2=O)cc1	-8	20	0	0.7	7	-5	-1	-1	1.2
34	Cc1ccc(C)c(NC2=NCC(=O)N2C2CCCCC2)c1	-6	-13	2	/	0	4	-8	7	1.3
35	CC1=C(C(=O)Nc2ccccn2)C(c2ccc(F)cc2)n2ncnc2N1 (stereo unspecified)	-8	10	3	1	1	6	-7	8	1.3
36	CN(C(=O)NC(=O)C1=C(N2CCOCC2)/C(=C/c2ccccc2)CC1)S(C)(=O)=O	-6	6	0	1.3	-5	-6	-2	2	1.4
37	COc1ccc(OC)c(S(=O)(=O)N2CCC(C(=O)Nc3cc(C)ccc3C)CC2)c1	-9	4	-5	1.3	0	-7	-6	6	1.1
38	COc1ccc(C(=O)N2CCN(C3CCN(Cc4ccccc4)CC3)CC2)cc1OC	4	1	2	1.6	0	-5	-1	4	1.1
39	COc1ccc2c(c1)NC1(O)c3ccccc3C(=O)C21O (stereo unspecified)	-12	-4	-2	0.9	2	6	-8	3	1.3
40	Cc1cccc(N(C(=O)Nc2ccccc2)C2=NCC(C)S2)c1 (stereo unspecified)	67*	13	3	1.4	2	-11	-2	7	1.2
41	COc1cccc(C2C(C(=O)c3sc(C)nc3C)=C(O)C(=O)N2CCN2CCOCC2)c1 (stereo unspecified)	-1	-1	-7	1.2	2	10	-2	1	1.1
42	CC1CN(S(=O)(=O)c2ccc(NC(=O)c3cc(-c4ccccc4O)n[nH]3)cc2)CC(C)O1 (stereo unspecified)	-13	-4	6	1.1	-1	15	-14	-1	1.1
43	Cc1ccc(OCC(=O)Nc2cccc(C)n2)c(C)c1	-13	-7	-1	1	-1	4	-8	9	1.2
44	N#Cc1ccc(Cl)cc1NC(=O)COC(=O)c1ccc2c(c1)OCCO2	-15	10	2	1.1	-6	-3	-2	11	/
45	O=C(Cn1nnc(-c2cccs2)n1)N1CCc2ccccc2C1	-7	-4	-6	0.8	-2	7	-3	6	1.3
46	CC(=O)c1ccc(-n2nnnc2SCC(=O)N2CCc3ccccc3C2)cc1	-8	16	18*	/	8	17	-4	7	1
47	CCOC(=O)COc1cc(Br)c(/C=N/Nc2ccccc2)cc1OC	-17	15	-9	1	-7	27	-5	-2	/
48	N#C/C(=C1\C(=O)Nc2c(Cl)cc(Cl)cc21)c1nnc2n1CCCCC2	-11	13	2	1.3	-1	11	-9	7	1.3
49	CCOC(=O)C1CCN(C(=O)c2cn(-c3ccccc3)nc2-c2cccnc2)CC1	4	17	-3	1.3	-4	-4	-5	5	1.2
50	O=C(Nc1nnc(-c2ccccc2SCc2ccccc2F)s1)Nc1ccccc1F	-14	10	2	1	-2	16	-2	14	0.9

Continued.
item	molecule	PLK1 inh	S1P2 blocker	EphB4 antag	PLAP act	FAK inh	PLK1 PBD inh	S1P2 agonist	HIV Rev-RRE inh	MT1-MMP txn act
51	NCC12CC3CC(C1)CC(CN)(C3)C2	0	15	-5	0.8	1	-8	-4	9	1.2
52	O=C(COC(=O)C1CC(=O)N(c2ccc3c(c2)OCCO3)C1)NC1CCCc2ccccc21 (stereo unspecified)	-13	6	-5	1	-5	23	0	3	1.3
53	CCOc1ccc(OCC)c(NC(=O)CN2CCN(CC)CC2)c1	-15	-3	1	/	1	3	-1	5	1.3
54	CC(C)(C)NC(=O)C(c1ccsc1)N(CCc1ccccc1)C(=O)Cn1nnc2ccccc21 (stereo unspecified)	-3	5	-6	0.8	0	10	-4	-1	/
55	C=CCOC(=O)C1=C(C)OC(N)=C(C#N)C1c1ccc(F)cc1 (stereo unspecified)	-8	2	-1	1	-3	0	-5	13	1.3
56	CC(=O)Nc1c(Br)cc(N2C(=O)CCC2=O)cc1Br	-5	-38	-3	/	3	-16	3	15	1.3
57	CC1Cc2ccccc2N1S(=O)(=O)c1ccc2c(c1)n(C)c(=O)c(=O)n2C (stereo unspecified)	-7	30	9	0.8	2	-11	-6	5	1.1
58	CCC(=O)N=c1sc2c(C)cc(C)cc2n1CC(=O)OC	-67	-1	2	0.9	-3	10	-3	12	1
59	COc1ccc(N(CC(=O)NCCSc2ccccn2)S(C)(=O)=O)cc1	-14	-16	2	0.9	-1	-12	-5	2	1.1
60	N#Cc1c2n(cnc1=O)CCCCC2	0	-8	0	1.1	-2	19	-1	0	/
61	Cn1c(CSc2nnc(SCc3ccccc3)s2)nc2ccccc21	4	16	0	0.7	-2	-49	-8	5	1
62	CC1CCN(CCCNC(=O)C2CC(=O)N(C3CCCCCC3)C2)CC1 (stereo unspecified)	-6	3	-9	1.4	-4	1	-5	2	1
63	COc1ccc(S(=O)(=O)NCCSc2ccc(Cl)cc2)cc1OC	-10	-10	-5	/	-1	-8	-3	19	1.1
64	Cc1ccc(C(C)C)cc1OCCOCCN1CCCC1	-7	-12	-1	0.9	1	3	-4	-7	1
65	Cc1cccnc1Nc1nc(-c2ccc(O)cc2O)cs1	10	-1	4	1.5	3	15	-8	-5	1.9
66	CC1=C(C(=O)Nc2cccnc2)C(c2cccnc2)n2nc(-c3cccs3)nc2N1 (stereo unspecified)	2	-11	-1	1	3	-18	-5	1	1.2
67	CCOc1ccc(CC(=O)C2C(=O)CCCC2=O)cc1OCC	-1	7	-3	0.8	2	-18	-3	2	1.2
68	O=C(CSc1n[nH]c(-c2ccccc2O)n1)N1CCCc2ccccc21	-20	-4	3	1	9	-5	-1	11	1.3
69	CCOc1ccc(OCc2ccc(C(=O)N3CCOCC3)cc2)cc1	-9	-21	-5	/	0	-12	-1	4	1.4
70	Cn1c(SCc2nnc3n2CCCCC3)nc2ccccc21	-4	7	2	1.1	6	6	-4	9	1.2
71	COC(=O)c1cc(NCc2ccccc2F)ccc1N1CCOCC1	-10	2	3	1.5	5	8	-4	-6	1.1

Among those listed so far, these have a cyano group.
item	molecule	PLK1 inh	S1P2 blocker	EphB4 antag	PLAP act	FAK inh	PLK1 PBD inh	S1P2 agonist	HIV Rev-RRE inh	MT1-MMP txn act
44	N#Cc1ccc(Cl)cc1NC(=O)COC(=O)c1ccc2c(c1)OCCO2	-15	10	2	1.1	-6	-3	-2	11	/
48	N#C/C(=C1\C(=O)Nc2c(Cl)cc(Cl)cc21)c1nnc2n1CCCCC2	-11	13	2	1.3	-1	11	-9	7	1.3
55	C=CCOC(=O)C1=C(C)OC(N)=C(C#N)C1c1ccc(F)cc1 (stereo unspecified)	-8	2	-1	1	-3	0	-5	13	1.3
60	N#Cc1c2n(cnc1=O)CCCCC2	0	-8	0	1.1	-2	19	-1	0	/
